PPARg SRC3 recr: PPARgamma agonists recruiting SRC-3 coactivator, primary screen, biochemical; Peroxisome proliferator-activated receptor gamma (Homo sapiens), P37231; biochemical PPARgamma/SRC-3 coactivator recruitment assay; activation, % at 8 µM; actives 0.26% (n = 200,000); in the data active = activation above about 23%;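 also: 0% = DMSO and 100% = reference agonist; some compounds past the cut are filed as inactive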
TLR4 MyD88 comp: inhibitors of TLR4-MyD88 association in cells, primary screen, cell-based, HeLa CL3-4, BLA complementation, FRET ratio; HeLa CL3-4 TLR4/MyD88 BLA complementation; Toll-like receptor 4 (Homo sapiens) + Myeloid differentiation primary response protein …; inhibition, % at 8.4 µM; actives 0.18% (n = 200,000); in the data active = inhibition above about 25%;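 also: 0% = vehicle and 100% = reference inhibitor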
PPARg SRC-1 ag: PPARgamma agonists recruiting SRC-1 coactivator, primary screen, biochemical. Peroxisome proliferator-activated receptor gamma (Homo sapiens), P37231. activation, % at 8 µM. actives 0.41% (n = 200,000). PPARgamma-SRC-1 coactivator recruitment biochemical assay. AID 631, 2007; in the data active = activation above about 19%;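 also: 0% = DMSO and 100% = reference agonist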
STAT3 activator: IL-6 driven STAT3 reporter potentiators, primary screen, U3A cells, luciferase, luminescence, MLSCN library; IL-6 STAT3-luciferase reporter; 100% = signal with IL-6 EC80 alone; actives 0.91% (n = 190,000); activation (% of control), % at 5.6 µM;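 active = activation above the screen-wide mean of compound activation plus 3 SD, cut at about 130% in these data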;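 also: 0% = background luminescence of wells with medium and substrate only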
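System – human U3A cells carrying STAT3-luciferase construct · Probe or stimulus – Interleukin-6, 33 ng/mL · Schedule – compound 1 h, then IL-6 6 h at 37 °C · Signal – luminescence from STAT3-driven luciferase reporter · Evaluation – percent of IL-6-only median luminescence · Benchmarks – IL-6-only high control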
STAT3 inh: IL-6 driven STAT3 reporter inhibitors, primary screen, U3A cells, luciferase, luminescence, MLSCN library. IL-6 STAT3-luciferase reporter; host cell line lacks STAT1. inhibition, % at 5.5 µM. actives 0.89% (n = 190,000). AID 862, 2007;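 active = inhibition above the mean inhibition across all screened compounds plus 3 SD, cut at about 44% in these data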;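 also: 0% = DMSO only wells and 100% = 100 µM nifuroxazide control wells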
PPARg SRC2 recr: agonists of PPARg-SRC-2 recruitment, primary screen, biochemical, HTS; actives 0.34% (n = 200,000); Peroxisome proliferator-activated receptor gamma (Homo sapiens), P37231; PPARgamma LBD-SRC-2 recruitment; activation, % at 8 µM; in the data active = activation above about 22%;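 also: 0% = vehicle and 100% = reference agonist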
S1P3 antag: S1P3 receptor antagonists, primary screen, cell-based | Sphingosine 1-phosphate receptor 3 (Homo sapiens), Q99500 | CHO S1P3 NFAT-BLA reporter, FRET fluorescence, antagonist mode | inhibition, % at 4.98 µM | actives 0.27% (n = 170,000);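 active = inhibition above the plate cutoff, the mean inhibition of test wells on that plate plus 3 SD, cut at about 28% in these data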;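 also: cells challenged with S1P at its EC80 of 0.8 µM; blue over green emission ratio from cleaved BLA substrate after 4 h stimulation; 0% = S1P-stimulated wells and 100% = unstimulated DMSO-only wells; some compounds past the cut are filed as inactive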
Target sequence (Q99500 whole entry, looked up): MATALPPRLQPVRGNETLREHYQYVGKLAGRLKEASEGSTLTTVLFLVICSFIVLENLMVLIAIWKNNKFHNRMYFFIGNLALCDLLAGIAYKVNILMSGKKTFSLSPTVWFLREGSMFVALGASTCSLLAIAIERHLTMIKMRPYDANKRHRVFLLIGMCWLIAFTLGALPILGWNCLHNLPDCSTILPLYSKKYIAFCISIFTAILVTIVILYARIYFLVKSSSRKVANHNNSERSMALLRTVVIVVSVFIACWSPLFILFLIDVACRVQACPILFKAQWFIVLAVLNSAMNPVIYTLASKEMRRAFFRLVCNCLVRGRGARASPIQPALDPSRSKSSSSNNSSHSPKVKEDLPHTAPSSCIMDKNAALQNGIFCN
RAM network inh: inhibitors of the yeast RAM network, primary screen, dse1pr::URA3 reporter, 5-FOA selection | AID 868, 2007 | inhibition, % at 50 µM | S. cerevisiae dse1pr::URA3 reporter, 5-FOA growth OD615, 2 d; analog-sensitive cbk1-as2 kinase mutant strain | actives 1.8% (n = 190,000);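 active = inhibition above a set limit, 3 SD over mean compound inhibition, cut at about 8.4% in these data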;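 also: 0% = DMSO-only wells with no growth and 100% = 10 µM 1-NA-PP1 full growth; inhibition rescues growth on 5-FOA so higher OD means more RAM inhibition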
STAT1 blocker: STAT1 signaling inhibitors, primary screen, cell-based, HTS, luciferase reporter; actives 0.35% (n = 200,000); AID 920, 2007; NIH 3T3 STAT1-luciferase reporter, IFN-gamma, luminescence; inhibition, % at 5.5 µM;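 active = inhibition above a set limit, the mean inhibition across all tested compounds plus 3 SD, cut at about 34% in these data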;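 also: 0% = IFN-gamma with DMSO and 100% = IFN-gamma with 300 µM nifuroxazide; values of inactives mirror those of a sister screen read the other way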
SRC2 TRFRET art: TR-FRET signal artefacts, primary screen, artefact control for PPARgamma SRC-2 agonist project, biochemical; actives 0.4% (n = 200,000); TR-FRET ratio at 8 µM; TR-FRET artefact counter-screen; active compounds read high; AID 1049, 2008; in the data active = TR-FRET ratio above about 2000; also: inactives centre near 1500
ROMK mod: ROMK potassium channel modulators, primary screen, cell-based, thallium flux, MLSMR library. ATP-sensitive inward rectifier potassium channel 1 (Homo sapiens), P48048. Tet-inducible ROMK, thallium flux fluorescence; actives lie on both sides. B-score at 10 µM. actives 2% (n = 130,000). AID 1918, 2009;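 active = signal ratio slope over the read window, or its plate-corrected B-score, at least 3 SD from the plate mean, either direction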;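 also: B-score of the F/F0 ratio slope over 7 to 12 s after thallium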
Target sequence (P48048 whole entry, looked up): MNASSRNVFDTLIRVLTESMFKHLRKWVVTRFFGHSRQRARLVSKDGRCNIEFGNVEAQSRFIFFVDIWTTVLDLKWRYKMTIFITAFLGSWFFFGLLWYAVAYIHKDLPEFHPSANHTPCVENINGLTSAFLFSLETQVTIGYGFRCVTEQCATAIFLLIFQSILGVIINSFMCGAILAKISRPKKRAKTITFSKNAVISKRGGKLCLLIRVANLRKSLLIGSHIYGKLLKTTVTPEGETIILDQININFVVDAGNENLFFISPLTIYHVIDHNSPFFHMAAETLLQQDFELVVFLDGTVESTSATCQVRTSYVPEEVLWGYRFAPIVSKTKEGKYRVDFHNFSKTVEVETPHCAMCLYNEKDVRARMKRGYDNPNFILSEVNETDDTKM
The depositor's hits bear a star; · = no result given.

SMILES | PPARg SRC3 recr | TLR4 MyD88 comp | PPARg SRC-1 ag | STAT3 activator | STAT3 inh | PPARg SRC2 recr | S1P3 antag | RAM network inh | STAT1 blocker | SRC2 TRFRET art | ROMK mod
CCOc1cc(C2C(C#N)=C(N)Oc3n[nH]c(C)c32)ccc1OCCN1CCOCC1 (configuration not stated) | -2 | 2 | -4 | 99 | 8 | 3 | -4 | 0.4 | -2 | 1488 | ·
O=C(NNC(=S)NCc1ccco1)c1ccc(S(=O)(=O)N2CCOCC2)cc1 | -1 | -4 | 3 | 104 | 3 | 1 | 4 | -0.4 | -13 | 1456 | 0.43
O=C(NCCc1ccccc1)C(=O)N/N=C/c1ccc2c(c1)OCO2 | 8 | -6 | -3 | 105 | 1 | 11 | · | 3.5 | 0 | 1787 | 1.8
N#Cc1nc(Cc2ccccc2)oc1NCc1ccccc1Cl | 11 | -10 | 12 | 94 | 11 | 21 | 9 | 4.7 | -1 | 1570 | ·
CCn1c(SCC(=O)NC)nnc1C(C)C | 14 | -18 | 4 | 95 | 8 | 2 | 6 | 0.1 | 5 | 1579 | ·
COc1cc(C2Nc3cccc4cccc(c34)N2)ccc1OC(C)=O | -3 | 7 | -2 | 109 | -7 | -1 | -12 | 4.0 | 2 | 1384 | ·
COc1ccccc1C(=O)Nc1c2c(nn1-c1cccc(C)c1C)CS(=O)(=O)C2 | 6 | 7 | 7 | 113 | -15 | 7 | · | 5.8 | 5 | 1654 | ·
COc1ccc(-c2cccc(C(=O)Nc3ccc(C)cc3)c2)cc1 | -15 | -1 | -6 | 97 | 5 | 0 | · | 4.2 | 9 | 1528 | ·
Cn1nc(/C=C/c2ccccc2)ccc1=O | 0 | -9 | 3 | 89 | 15 | 3 | -21 | 0.0 | -22 | 1593 | ·
Cc1ccc(NC(=O)Cn2nnc3ccccc32)c(C)c1 | -2 | -14 | -2 | 98 | 5 | 0 | -9 | 1.3 | -4 | 1566 | -0.99
O=C1CS/C(=N/N=C/c2cccs2)N1 | -1 | 3 | -2 | 102 | 2 | 3 | -12 | 1.0 | -7 | 1572 | -0.023
Cc1nn(Cc2ccc(Cl)cc2)c(C)c1NC(=O)Cn1nc([N+](=O)[O-])c(Cl)c1C | 6 | 0 | -1 | 113 | -7 | 4 | · | 0.8 | 7 | 1631 | -0.18
Cc1cnn(CCC(=O)NNC(=S)NCC(C)C)c1 | -3 | -17 | 4 | 98 | 5 | -8 | -6 | 1.2 | -3 | 1386 | 0.78
Cc1cc(C(=O)N2CCN(c3ncccn3)CC2)c(C)o1 | 9 | -5 | 7 | 98 | 8 | 1 | -18 | 1.5 | 8 | 1388 | ·
Cc1ccc(-n2c(SCC(=O)NCc3ccco3)nc3sc4c(c3c2=O)CC(C)(C)SC4)cc1 | 3 | -12 | 1 | 100 | 4 | -6 | · | 10* | 9 | 1597 | ·
Cc1ccc2nc(C)c(C(=O)O)cc2c1 | -5 | 1 | 3 | 112 | -5 | 4 | -1 | 2.9 | -5 | 1593 | -0.53
CCC(=NC(CC)CO)C1=C(O)CC(C)(C)CC1=O (configuration not stated) | 0 | 1 | 3 | 95 | 8 | 11 | · | 0.7 | 7 | 1614 | -0.42
COC(=O)c1c(-c2ccc3ccccc3c2)csc1NC(=O)Cc1ccc(OC)c(OC)c1 | 16 | -10 | -1 | 102 | 6 | 2 | · | -1.4 | 6 | 1574 | 0.18
CC(C)NS(=O)(=O)c1ccc2c(c1)oc(=O)n2C | 2 | 5 | -10 | 95 | 7 | -7 | -19 | 0.1 | -7 | 1405 | ·
Cc1cnc(NC(=O)c2c(O)c3cccc4c3n(c2=O)CCC4)s1 | 1 | -12 | 0 | 165* | -72 | 4 | -9 | 0.5 | -2 | 1383 | ·
C#CCSc1nnc(-c2ccc([N+](=O)[O-])cc2)o1 | 6 | 10 | 7 | 94 | 11 | -1 | -19 | -0.4 | -30 | 1587 | 1
Cn1cccc1/C=N/n1cnnc1 | -1 | 13 | 6 | 106 | -2 | -5 | · | -0.2 | 2 | 1457 | ·
Clc1ccc(SCc2cc(-c3ccccc3)no2)cc1 | -3 | -7 | 6 | 90 | 21 | 5 | · | 7.9 | -9 | 1374 | ·
Cc1nc(N)sc1C(=O)OCC(C)C | 1 | 6 | -5 | 91 | 16 | 3 | -2 | 0.4 | 2 | 1867 | -0.4
COc1ccc(C(=O)NC(=S)Nc2ccc3c4c(cccc24)CC3)cc1OC | -4 | -19 | 0 | 101 | 2 | 5 | 19 | 2.6 | 1 | 1653 | 0.008
CCOc1ccccc1NC(=O)CC1SC(=N)N(c2ccccc2)C1=O (configuration not stated) | 4 | 6 | 6 | 92 | 16 | 4 | 8 | 5.1 | -6 | 1624 | -0.42
CCN(CCn1cccn1)Cc1nc(-c2ccc(C(=O)OC)cc2)no1 | 0 | 3 | 1 | 99 | 8 | 8 | 20 | 0.1 | 3 | 1989* | 1.1
Cc1ccc(NC(=O)N2CCCN(Cc3ccc(F)cc3)C2)cc1C | 0 | 1 | -3 | 101 | 4 | -9 | 9 | -1.5 | -9 | 1429 | -4*
COc1ccc(N=C2C(=O)N3CCCc4cccc2c43)cc1 | 2 | -4 | -2 | 104 | 0 | -2 | 5 | 1.9 | 0 | 1540 | -0.9
CCCc1cc(-c2n[nH]c(=S)n2CC(C)C)cs1 | 4 | -6 | 3 | 99 | 5 | 1 | -1 | -1.1 | 0 | 1549 | -0.67
CCc1ccc(NC(=O)C(C)OC(=O)C2CCC(=O)N2)cc1 (configuration not stated) | -2 | 6 | 14 | 98 | 4 | 8 | -3 | 3.1 | 6 | 1719 | 0.36
Cc1c(Cc2ccc3c(c2)OCO3)sc(NC(=O)c2cccc3ccccc23)c1C(N)=O | 0 | 4 | 1 | 106 | -7 | -10 | 0 | 1.6 | -3 | 1500 | 0.37
CCC(C(=O)N1CC2(C)CC1CC(C)(C)C2)N1C(=O)c2ccccc2C1=O (configuration not stated) | -5 | -11 | -1 | 103 | -1 | 7 | -36 | -0.1 | 0 | 1415 | 0.4
COc1cccc(NC(=O)CSc2nc3ccccc3c(=O)n2Cc2cccs2)c1 | 4 | 11 | 13 | 101 | -3 | 16 | -13 | 8.2 | 1 | 1728 | -0.21
C[C@H](NC(=O)c1nc[nH]c1C(=O)N[C@H](C)c1ccccc1)C(=O)OC(C)(C)C | 0 | 6 | -1 | · | · | 5 | 0 | 2.0 | 4 | 1459 | ·
NC(=O)c1ccsc1NC(=O)COC(=O)c1ccccc1NCc1ccco1 | -3 | -19 | 2 | 94 | 14 | 0 | -28 | 7.1 | 3 | 1504 | -0.14
C=CC[n+]1c(-c2ccc(C)cc2)csc1Nc1c(C)n(C)n(-c2ccccc2)c1=O | 3 | 1 | 11 | 89 | 14 | 11 | 4 | 0.8 | 10 | 1561 | -0.93
CC1=C(C(=O)N(C)C)C(c2ccccc2OC(F)F)NC(=O)N1 (configuration not stated) | 0 | 7 | 7 | 109 | -6 | 2 | -15 | -0.7 | -6 | 1741 | ·
N#Cc1nc(COc2ccccc2Cl)oc1NCc1ccco1 | 3 | -5 | 0 | 106 | -2 | 9 | · | 3.2 | -2 | 1617 | ·
CC(C)(C)n1ncc2c(=O)n(CC(=O)N3CCN(c4ccccc4)CC3)cnc21 | -7 | -5 | 10 | 98 | 12 | 2 | -3 | 1.7 | 3 | 1622 | ·
Cn1nccc1C(=O)N1CCc2ccccc21 | -3 | 3 | -2 | 109 | -9 | -3 | · | -0.6 | 8 | 1351 | 0.14
COc1cc2c(cc1OC)CN(CC(=O)NC(=O)NC1CCCCC1)CC2 | 5 | 3 | 0 | 107 | 0 | -3 | 0 | 1.7 | 4 | 1516 | 1.6
O=C(Cn1nc(-c2ccccc2)ccc1=O)Nc1ccc(N2CCN(C(=O)c3cccs3)CC2)cc1 | 6 | -8 | 12 | 101 | 1 | 7 | -8 | 4.4 | -4 | 1567 | -0.48
COc1ccc(-n2c(=O)c3ccccc3c3ccccc3c2=O)c(OC)c1 | 3 | -2 | -4 | 96 | 3 | -2 | -2 | -0.8 | 8 | 1665 | ·
N=c1c2ccccc2nnn1-c1cccc(C(F)(F)F)c1 | 2 | 12 | -5 | 87 | 21 | 3 | -3 | 3.4 | -7 | 1427 | 0.059
Cc1nn(Cc2ccc(C(=O)NC(C)(C)C)o2)c(C)c1Br | -3 | -3 | 3 | 66 | 42 | -2 | 10 | -1.2 | 21 | 1638 | ·
C=CCc1ccc(OCCOc2cccc3cccnc23)c(OC)c1 | 2 | -14 | -8 | 94 | 5 | -7 | -8 | -1.6 | 17 | 1335 | 0.54
CCn1c(SCC(=O)Nc2cccc(F)c2)nnc1-c1cc2cc(Br)ccc2o1 | 13 | -4 | 24* | 101 | 3 | 5 | -16 | 1.3 | -3 | 1633 | ·
COC(=O)c1cccc(NS(=O)(=O)c2cccs2)c1C | 9 | 3 | 1 | 100 | 4 | -8 | -18 | 0.5 | -8 | 1608 | ·
O=C(NCc1cccnc1)c1ccc([N+](=O)[O-])o1 | 7 | 1 | 8 | 97 | 6 | 3 | 4 | 3.1 | -5 | 1627 | 0.0099
Cc1cccc(C(=O)NC2CCN(C(=O)Nc3ccccc3C)CC2)c1 | 6 | 0 | -4 | 98 | 5 | 11 | -28 | 3.7 | 1 | 1658 | -1.1
Cn1cnnc1SCC(=O)c1ccc2c(c1)OCCO2 | 4 | -4 | 0 | 106 | -6 | 2 | · | 0.0 | 6 | 1514 | ·
Cc1ccc(-c2cccc(CN3CCN(C(C)C)C(CCO)C3)c2)o1 (configuration not stated) | 5 | -7 | 2 | 106 | -2 | 1 | -17 | 1.6 | 3 | 1516 | ·

Three entries from above, arranged by the value under RAM network inh, low to high.
SMILES	RAM network inh
Cn1nccc1C(=O)N1CCc2ccccc21	-0.6
Cn1cnnc1SCC(=O)c1ccc2c(c1)OCCO2	0.0
Cc1cccc(C(=O)NC2CCN(C(=O)Nc3ccccc3C)CC2)c1	3.7

Compound activity from PubChem.
